# Screening results: PubChem BioAssay, National Center for Advancing Translational Sciences (NCATS)
# USP1 inh = inhibitors of human USP1/UAF1 deubiquitinase. AID 743255. 390,000 tested, 0.23% active. recombinant USP1/UAF1, Ub-Rhodamine cleavage fluorescence. Potency, µM (doses to about 57.1 µM), without a hit: at the top dose activity change, negative = inhibition, usual class: inhibitors; note: % is set by controls: 0 for no effect and ±100 for the full control effect; nearly all actives have a fitted effect of over 60% in size; inactives centre near -12
#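 In this screen, compounds sit with the deubiquitinase complex (1nM) for 15 min at room temperature before Ub-Rho is added at 150nM final. Fluorescence rise is then followed for 6 reads every 60 seconds.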
# mIDH1 inhibitor = human IDH1 R132H inhibition; O75874; IDH1-R132H enzyme, NADPH consumption, diaphorase/resazurin fluorescence; Potency, µM (highest dose often 76.6 µM), without a hit: top-dose activity change, negative = inhibition, most hits filed as inhibitors; 390,000 tested, 0.093% active; AID 602179; note: % is set by controls: 0 for no effect and ±100 for the full control effect; nearly all actives have a fitted effect of over 65% in size
#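 IDH1-R132H (0.5 ug/mL dispensed) in pH 7.5 Tris buffer was preincubated 30 min with compound, then given a substrate mix of 0.016 mM NADPH and 2 mM alpha-KG for 80 min at room temperature; remaining NADPH was read by diaphorase/resazurin fluorescence.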
# RXFP1 agonist = activates the human relaxin receptor RXFP1 | Q9HBX9 | HEK293T-RXFP1 cAMP TR-FRET, 30 min; response scale: percent of porcine relaxin response, buffer zero | Potency, µM (titrated, usually from 57.5 µM), inactives show at the top dose activation, hits mostly activators | 370,000 tested, 0.3% active; note: % is set by controls: 0 for no effect and ±100 for the full control effect; nearly all actives have a fitted effect of over 60% in size; many of its hits are not listed in these tables
#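 HEK293 cells stably expressing RXFP1, treated 30 min at 37C with compounds plus PDE4 inhibitor Ro 20174; cAMP measured by HTRF TR-FRET. Normalized to buffer and 29 nM porcine relaxin; EC50 by Hill fit.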
# rTrxR1 inhibitor = blocks rat thioredoxin reductase 1; Potency, µM (titrated, usually from 114 µM), without a hit: top-dose activity change, negative = inhibition, most hits filed as inhibitors; recombinant rTrxR1, NADPH fluorescence consumption, selenite substrate; O89049; 390,000 tested, 1% active; note: % is set by controls: 0 for no effect and ±100 for the full control effect; nearly all actives have a fitted effect of over 65% in size
# Target sequence (O89049 whole entry, looked up): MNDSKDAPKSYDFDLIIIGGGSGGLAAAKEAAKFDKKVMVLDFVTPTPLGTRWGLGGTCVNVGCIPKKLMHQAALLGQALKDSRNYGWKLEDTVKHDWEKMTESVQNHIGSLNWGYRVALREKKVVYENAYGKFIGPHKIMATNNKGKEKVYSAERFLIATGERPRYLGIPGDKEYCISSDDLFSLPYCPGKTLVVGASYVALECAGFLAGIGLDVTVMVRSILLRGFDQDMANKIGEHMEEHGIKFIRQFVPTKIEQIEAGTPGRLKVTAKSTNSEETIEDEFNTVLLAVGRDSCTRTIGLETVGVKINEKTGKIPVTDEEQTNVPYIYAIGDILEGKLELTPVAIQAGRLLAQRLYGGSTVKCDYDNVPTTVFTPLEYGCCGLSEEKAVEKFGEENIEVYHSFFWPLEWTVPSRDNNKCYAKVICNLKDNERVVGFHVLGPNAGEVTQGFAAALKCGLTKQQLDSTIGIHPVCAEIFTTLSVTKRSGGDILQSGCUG
#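 Rat TrxR1 (90 nM in the dispensed reagent) was pre-reduced with 400 uM NADPH for 5 min at room temperature, then incubated with compound for 15 min. After 400 uM selenite was added, NADPH fluorescence (Ex 340/Em 450 nm) was followed for 8 min.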
# RGS4 inhibitor = inhibitors of human regulator of G protein signaling 4; P49798; Transcreener GDP fluorescence polarization, RGS4-accelerated GTP hydrolysis; AID 504845; 390,000 tested, 0.039% active; Potency, µM (doses to about 114 µM), without a hit: top-dose activity change, negative = inhibition, usual class: inhibitors; note: % is set by controls: 0 for no effect and ±100 for the full control effect; nearly all actives have a fitted effect of over 75% in size; some results filed as inactive show a strong effect at the top dose
# Target sequence (P49798 whole entry, looked up): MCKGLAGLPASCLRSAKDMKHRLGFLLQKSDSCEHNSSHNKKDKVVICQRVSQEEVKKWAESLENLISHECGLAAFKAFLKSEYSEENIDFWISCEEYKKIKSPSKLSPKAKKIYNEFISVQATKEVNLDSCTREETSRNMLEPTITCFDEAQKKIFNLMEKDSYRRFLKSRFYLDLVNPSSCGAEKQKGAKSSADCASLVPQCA
#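 MLSMR compounds (23 nl, pin-transferred) preincubated 10 min at room temperature with a 500nM (2x) first reagent, then RGS4 at 900nM (2x) plus Transcreener GDP mix added; fluorescence polarization (620/688 nm) read before and after 90 min at 30 °C.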
# TrxR1 substrate = substrates of rat thioredoxin reductase 1 | O89049 | purified TrxR1 substrate turnover, NADPH consumption readout | Potency, µM (highest dose often 114 µM), without a hit: at the top dose activity change, negative = substrate turnover | 390,000 tested, 0.01% active; note: % is set by controls: 0 for no effect and ±100 for the full control effect; nearly all actives have a fitted effect of over 50% in size
#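 Rat TrxR1, dispensed at 90 nM, was prereduced with 400 uM NADPH (final) for 5 min at ~22 deg C, then incubated with compound 15 min before 400 uM selenite. A first-read NADPH fluorescence drop versus no-compound background flagged substrates.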
# Vif-A3G inh = blocks the Vif interaction with human APOBEC3G; Q9HC16; Potency, µM (top dose mostly 46.1 µM), without a hit: at the highest dose activity, negative = active, usual class: inhibitors; 410,000 tested, 0.076% active; HeLa A3G-eYFP + Vif (tagged APOBEC3G with the HIV-1 protein that degrades it), YFP fluorescence, overnight; AID 602310;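 note: % is set by controls: 0 for no effect and ±100 for the full control effect; nearly all actives have a fitted effect of over 60% in size; hits raise eYFP signal because A3G escapes Vif-driven loss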
# Target sequence (Q9HC16 whole entry, looked up): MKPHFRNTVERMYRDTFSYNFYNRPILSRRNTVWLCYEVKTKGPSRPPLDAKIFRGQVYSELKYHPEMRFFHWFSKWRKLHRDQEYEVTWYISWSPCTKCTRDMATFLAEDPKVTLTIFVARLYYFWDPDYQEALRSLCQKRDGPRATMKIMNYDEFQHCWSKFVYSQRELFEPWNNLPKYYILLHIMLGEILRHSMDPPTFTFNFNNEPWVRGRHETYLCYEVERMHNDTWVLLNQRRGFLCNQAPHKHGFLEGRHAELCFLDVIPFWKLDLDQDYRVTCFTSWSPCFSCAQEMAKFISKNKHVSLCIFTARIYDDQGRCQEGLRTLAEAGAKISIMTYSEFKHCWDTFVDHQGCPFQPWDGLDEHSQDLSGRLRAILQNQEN
#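 HeLa cells stably expressing Vif and C-terminally eYFP-tagged A3G, seeded overnight at 37 deg C, then exposed to compound by pintool overnight at 37 deg C. Rise in yellow fluorescence (Ex 488/Em 500-530, Acumen) marks blocked Vif-driven A3G degradation.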
# ALOX12 inh = inhibitors of human 12S-lipoxygenase ALOX12. Potency, µM (doses to about 108 µM), inactives show top-dose activity change, negative = inhibition, usual class: inhibitors. AID 1671190. 580,000 tested, 1.1% active. P18054. purified 12hLO, xylenol orange hydroperoxide absorbance; note: % is set by controls: 0 for no effect and ±100 for the full control effect
#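 Purified human 12hLO at 150 nM in 25 mM Hepes, 0.01% Triton X-100, pH 7.0, preincubated 15 min at room temperature with compound. Reaction started with 40 uM arachidonic acid, 30 min at room temperature. Hydroperoxide measured by Fe-xylenol orange, 573/405 nm absorbance ratio.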
# Vif-A3F inh = inhibitors of Vif-A3F interaction; Potency, µM (series often up to 46.1 µM), for inactives: top-dose activity, negative = active; HeLa A3F-eYFP + Vif (tagged APOBEC3F with the HIV-1 protein that degrades it), YFP fluorescence increase; 390,000 tested, 0.2% active; note: % of control where 0% means no effect; nearly all actives have a fitted effect of over 65% in size
#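 Fluorescence increase (Ex 488/Em 500-530) after overnight compound treatment at 37 deg C flags inhibition of Vif-driven A3F-eYFP loss in stable HeLa A3F-eYFP/Vif cells seeded overnight beforehand.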
# Numbers without * were called inactive; ? = inconclusive; · = no result given; & = joins results of further samples; [ ] = remark or other dose. Calls come from the whole dose curve; as a rule, active = well fitted curve in the direction sought with a large enough effect; inconclusive = small, poorly fitted or top-dose-only effect, or another doubt; inactive = no such curve, though single readings can be large; an effect the other way counts as inactive or inconclusive. Potency is the fitted concentration of half-maximal effect.
no. | Molecule | USP1 inh | mIDH1 inhibitor | RXFP1 agonist | rTrxR1 inhibitor | RGS4 inhibitor | TrxR1 substrate | Vif-A3G inh | ALOX12 inh | Vif-A3F inh
1 | O=C(Cc1ccc(Cl)c(Cl)c1)Nc1ccc(SC(F)F)cc1 | -17% | -4% | 0.8% | 11% | 18% | -7% | -13% | -21% | -1%
2 | O=C(/C=C/c1ccc([N+](=O)[O-])cc1)c1cccs1 | -18% | 0% | 2.2% | -16% | 19%[11.4 µM] | -11% | 1% | 2% | -5%
3 | COc1ccc(CCNS(=O)(=O)c2ccc(Br)cc2)cc1 | -22% | 4% | -0.3% | 23% | -14% | 3% | -5% | ? | -12%
4 | CC(=O)N1c2c(cc(Br)cc2S(=O)(=O)NCc2ccc(C)cc2)CC1C (stereo not given) | -14% | 8% | 1.1% | 26%[57.1 µM] | 9% | 7%[57.1 µM] | 0% | 9% | 5%
5 | N#Cc1nc(Cc2ccccc2)oc1NCCN1CCOCC1 | -12% | 5% | 1.7% | -16% | 17% | -4% | 2% | -4% | -3%
6 | COc1ccc(C(CNC(=O)COc2ccccc2)N2CCCCC2)cc1 (stereo not given) | -16% | 16% | 1.9% | 10% | 8% | 8% | -6% | -2% | -9%
7 | O=C(O)CC(c1ccccc1)N1C(=O)c2cccc([N+](=O)[O-])c2C1=O (stereo not given) | -13% | 0% | -1.8% | 7% | 17% | 0% | -3% | 0% | 10%
8 | Cc1ccsc1CN(C(=O)COc1ccc(Cl)cc1)C1CCS(=O)(=O)C1 (stereo not given) | -6% | · | -0.8% | 20% | -10% | 1% | · | -16% | ·
9 | COc1ccc(N2CCN(CC(=O)Nc3ccc(C)cc3Br)CC2)cc1 | -16% | 9% | · | 26% | -9% | 5% | 0% | 5% | 8%
10 | O=C(CN1CCCC1)Nc1ccccc1Cl | -11% | 2% | 0.4% | 10% | -1% | 11% | -11% | -5% | -3%
11 | C[C@@H](NC(=O)c1[nH]cnc1C(=O)Nc1ccccc1)c1ccccc1 | -25% | 0% | -0.7% | 15% | 7% | -5% | 1% | -6% | 0%
12 | Cc1cccn2c(=O)c3cc(C(=O)NCC4CCCO4)c(=N)n(C4CCCCC4)c3nc12 (stereo not given) | -18% | 6% | ? | 206%[activator] | -13% | · | 0% | ? | 3%
13 | CC(C)C(=O)NCC(c1ccc2c(c1)OCO2)N1CCOCC1 (stereo not given) | -11% | -7% | -1.5% | 13% | -14% | 2% | 0% | 2% | -8%
14 | CCCC(=O)N(c1ccc2oc(C)c(C(C)=O)c2c1)S(=O)(=O)c1ccc(C)c([N+](=O)[O-])c1 | -22% | 2% | -0.7% | 20% | -7% | 4% | 1% | -10% | 1%
15 | O=c1c(Br)ccc(Br)cc1Br | ? | ? | · | 0.2µM* | -126% | 13%[11.4 µM] | ? | -19% | 3%
16 | CCCCN(CC)CCCn1cnc2c([nH]c3ccc(Cl)cc32)c1=O | -21% | -10% | 0.0% | 9% | 0% | 2% | 1% | 0% | -2%
17 | CCOC(=O)C1=C(C)N=C2c3ccccc3C(=O)C2C1c1ccccc1 (stereo not given) | -12% | 6% | 2.7% | -13% | -35% | -1% | 0% | 0% | -13%
18 | COC(=O)c1ccc(N=NN2CCCCCC2)cc1 | -3% | 4% | -0.4% | 4% | 13% | -8% | -2% | -2% | -14%
19 | O=c1c2c3c(sc2n(Cc2cc(=O)n4ccccc4n2)c(=O)n1-c1ccc(Cl)cc1)CCC3 | 8% | -11% | 2.3% | 16% | 11% | 7% | 2% | -21% | 3%
20 | COc1cc2[nH]c(C(=O)N3CCN(C)CC3)cc2c(OC)c1OC | -25% | 1% | 0.9% | 34% | 21% | 14% | -6% | 0%&-1% | -10%

# Already shown: an excerpt of the list.
no. | Molecule | USP1 inh | mIDH1 inhibitor | RXFP1 agonist | rTrxR1 inhibitor | RGS4 inhibitor | TrxR1 substrate | Vif-A3G inh | ALOX12 inh | Vif-A3F inh
1 | O=C(Cc1ccc(Cl)c(Cl)c1)Nc1ccc(SC(F)F)cc1 | -17% | -4% | 0.8% | 11% | 18% | -7% | -13% | -21% | -1%
2 | O=C(/C=C/c1ccc([N+](=O)[O-])cc1)c1cccs1 | -18% | 0% | 2.2% | -16% | 19%[11.4 µM] | -11% | 1% | 2% | -5%
3 | COc1ccc(CCNS(=O)(=O)c2ccc(Br)cc2)cc1 | -22% | 4% | -0.3% | 23% | -14% | 3% | -5% | ? | -12%
4 | CC(=O)N1c2c(cc(Br)cc2S(=O)(=O)NCc2ccc(C)cc2)CC1C (stereo not given) | -14% | 8% | 1.1% | 26%[57.1 µM] | 9% | 7%[57.1 µM] | 0% | 9% | 5%
5 | N#Cc1nc(Cc2ccccc2)oc1NCCN1CCOCC1 | -12% | 5% | 1.7% | -16% | 17% | -4% | 2% | -4% | -3%
6 | COc1ccc(C(CNC(=O)COc2ccccc2)N2CCCCC2)cc1 (stereo not given) | -16% | 16% | 1.9% | 10% | 8% | 8% | -6% | -2% | -9%
7 | O=C(O)CC(c1ccccc1)N1C(=O)c2cccc([N+](=O)[O-])c2C1=O (stereo not given) | -13% | 0% | -1.8% | 7% | 17% | 0% | -3% | 0% | 10%

# New compounds follow:
no. | Molecule | USP1 inh | mIDH1 inhibitor | RXFP1 agonist | rTrxR1 inhibitor | RGS4 inhibitor | TrxR1 substrate | Vif-A3G inh | ALOX12 inh | Vif-A3F inh
21 | Nc1nc(CSc2ccccn2)nc(Nc2ccccc2)n1 | -9% | -2% | 1.6% | 3% | -6% | -9% | -2% | 0% | 2%
22 | O=C(Nc1ccc(OC(F)(F)F)cc1)c1ccc(-n2cncn2)nc1 | -9% | 13% | -1.0% | 22%[57.1 µM] | -12% | -18%[57.1 µM] | -4% | -3% | 2%
23 | COCC(C)NC(=O)c1noc2c1CCc1cc(OC)ccc1-2 (stereo not given) | -17% | 23% | -0.6% | 10µM* | -20% | 0% | 0% | 0% | -14%
24 | CC(OC(=O)CN1C(=O)NC2(CCCCC2C)C1=O)c1ccccc1 (stereo not given) | -4% | 5% | -0.7% | 3% | 2% | 4% | -1% | -20% | 1%
25 | O=C(O)C1CCC(Cn2c(SCc3cc(=O)n4ccccc4n3)nc3ccsc3c2=O)CC1 (stereo not given) | -6% | 25% | ? | 12%[57.1 µM] | 1% | 3%[57.1 µM] | 1% | 5% | 1%
26 | Brc1ccc(-c2nnc3sc(CN4CCN(c5ccccc5)CC4)cn23)cc1 | -5% | -1% | 1.1% | 19% | 1% | 4% | 1% | 10% | -3%
27 | CC(=O)c1cccc(NC(=O)c2cc3c(s2)-c2c(C)cccc2OC3)c1 | 3% | -25% | 1.8% | 8% | 22% | 14% | -3% | ? | -6%
28 | CCOC(=O)C1CCCN(C(=O)COc2ccc(C(=O)c3ccc(F)cc3)cc2)C1 (stereo not given) | -19% | -3% | · | 8% | 15% | -1% | 0% | 360%[activator] | 4%
29 | CCCN1C(=O)c2cccc3c(N4CCCCC4)ccc(c23)C1=O | -21% | -1% | 2.2% | -17% | 14% | -12% | -4% | -23% | ?
30 | O=C(CCn1cccc1)N1CCc2ccccc21 | 6% | 3% | -0.5% | -20% | -3% | -9% | 0% | -6% | 0%
31 | O=C(c1ccccc1)[C@@H]1[C@@H]2C(=O)N(c3ccc(F)cc3)C(=O)[C@@H]2C2CCCN21 (stereo not given in full) | -5% | -5% | -0.2% | 50µM* | ? | -3% | ? | ? | -15%
32 | CC1CCCCN1S(=O)(=O)c1ccc(C(=O)Nc2nnc(C3=COCCO3)o2)cc1 (stereo not given) | -12% | -10% | -1.8% | 4% | 2% | -7% | 1% | 411%[activator] | 2%
33 | C=CCNC(=O)C1CCC(CNc2nc(=S)[nH]c3ccccc23)CC1 (stereo not given) | -11% | -3% | 5.4% | -3% | -26% | -3% | -4% | 0% | -6%
34 | Cn1c(SCc2ccc(Br)cc2)nnc1-c1ccncc1 | 2% | 0% | 1.2% | 7%[57.1 µM] | 17% | 4% | 1% | -1%[57.4 µM] | -1%
35 | CCCOc1ccc(OC(=O)c2ccc(Br)o2)cc1 | -12% | -1% | -0.3% | -13% | 9% | -8% | -1% | -1% | -1%
36 | O=C(Cn1nc(-c2ccccc2)c2ccccc2c1=O)Nc1cccnc1 | -9% | 9% | -2.8% | 12% | -9%[56.9 µM] | 0% | -11% | 1% | -3%
37 | Cc1ccc(CN=Cc2[nH]c3ccc(Br)c(Cl)c3c2O)cc1 | ? | -6% | 9.0% | ? | -18% | -7% | ? | ? | ?
38 | CCSc1ncc(Cl)c(C(=O)Nc2cc(C)ccc2C)n1 | -10%&-4% | -13%&-21% | -1.2%&5.6% | 16%&18% | 42%&-2% | -4%&-1% | 2%&0% | 5%&0% | -8%&0%
39 | Cc1ccc(O)c(C(=O)c2cc(C#N)c(=O)n(C(C)c3ccccc3)c2)c1 (stereo not given) | -6% | 4% | 1.4% | 27%[57.1 µM] | 4% | -13% | 0% | 3% | -4%
40 | Cn1c(N)c(C(=O)COC(=O)/C=C/c2cccc(Cl)c2)c(=O)n(C)c1=O | -5% | 7% | · | 8%[57.1 µM] | -48% | 8%[57.1 µM] | -2% | -3% | 3%
41 | CCc1ccc(OCC(=O)Nc2ccc(-c3cc4ccccc4oc3=O)c(OC)c2)cc1 | -23% | 4% | 4.6% | 76%[activator] | -23% | 202%[activator] | ? | 3% | 0%

# Only part of the results is shown, so the mix of outcomes need not match the whole.
